# ERp5 block: inhibitors of ERp5-driven insulin aggregation, primary screen, biochemical, turbidity, absorbance 650 nm, single point; inhibition, % at 9.99 µM; actives 0.05% (n = 350,000); 90 min; Protein disulfide-isomerase A6 (Homo sapiens), Q15084; AID 651711, 2012;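 active = mean replicate inhibition above about 25%, with every replicate also reaching it, limit read from the data, passing the limit was not always enough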
# ARNT TACC3 PPI: disruptors of ARNT/TACC3 protein interaction, primary screen, biochemical, AlphaScreen, single concentration; Transforming acidic coiled-coil-containing protein 3 (Homo sapiens), Q9Y6A5; AlphaScreen His-ARNT PAS-B/GST-TACC3 binding, luminescence; TACC3 fragment carries E629A point mutation; inhibition, % at 9.99 µM; actives 0.66% (n = 390,000); AID 623870, 2012;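 active = mean inhibition of replicates at least 50% and at least half of replicates each reaching 50%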;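 note: 0% = complete ARNT plus TACC3 wells and 100% = ARNT alone without TACC3; many hits fall short of the cut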
# CASP6 VEID inh: human caspase-6 inhibitors, primary screen, biochemical, VEID-R110 fluorescence, single point, set 2; purified caspase-6, Z-VEID-R110 cleavage fluorescence; actives 0.53% (n = 350,000); AID 686996, 2013; inhibition, % at 12.5 µM;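 active = mean inhibition across replicates at least about 35%, with every replicate also reaching that limit, limit read from the data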;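 note: 0% = median of neutral control wells and 100% = no fluorescence left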
# Target sequence (P55212 24-179 limits assumed): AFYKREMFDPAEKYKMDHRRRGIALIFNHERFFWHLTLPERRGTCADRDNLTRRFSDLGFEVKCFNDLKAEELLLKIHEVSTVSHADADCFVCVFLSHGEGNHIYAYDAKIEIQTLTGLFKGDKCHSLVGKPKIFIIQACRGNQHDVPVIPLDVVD
# Target sequence (P55212 194-293 limits assumed): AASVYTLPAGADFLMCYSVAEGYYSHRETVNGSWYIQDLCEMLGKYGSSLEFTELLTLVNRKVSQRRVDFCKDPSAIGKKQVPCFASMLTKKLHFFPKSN
# RAD52 inh: RAD52 DNA annealing inhibitors, primary screen, biochemical, FRET, single point, set 2; inhibition, % at 18.7 µM; actives 0.46% (n = 360,000); DNA repair protein RAD52 homolog (Homo sapiens), P43351; recombinant RAD52 DNA annealing, FRET fluorescence;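 active = every replicate showing at least 50% inhibition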
# Target sequence (P43351 whole entry, looked up): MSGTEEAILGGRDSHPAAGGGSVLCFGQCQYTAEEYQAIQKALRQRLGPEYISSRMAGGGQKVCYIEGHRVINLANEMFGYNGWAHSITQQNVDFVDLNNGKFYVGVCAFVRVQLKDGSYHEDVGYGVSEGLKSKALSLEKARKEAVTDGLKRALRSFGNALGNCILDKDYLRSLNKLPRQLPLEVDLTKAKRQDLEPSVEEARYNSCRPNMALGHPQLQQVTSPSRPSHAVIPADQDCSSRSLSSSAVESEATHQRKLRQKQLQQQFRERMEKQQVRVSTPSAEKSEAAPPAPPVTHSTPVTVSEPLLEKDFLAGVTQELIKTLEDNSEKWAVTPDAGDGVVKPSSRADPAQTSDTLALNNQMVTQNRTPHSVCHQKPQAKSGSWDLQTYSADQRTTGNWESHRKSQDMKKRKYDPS
# E-selectin induc: E-selectin induction in HUVECs, primary screen, imaging, HUVEC, immunofluorescence imaging, single point; P16581; normalized: neutral wells 0, TNF-alpha wells 100; activation, % at 7.58 µM; actives 0.37% (n = 260,000);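 active = mean E-selectin-positive cell signal at least 10% of the positive control, reached in at least 60% of replicates, without over 20% cell loss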;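 note: in these data hits start at about 27%; measured in HUVEC primary endothelial cells; signal is the percent of cells scored E-selectin positive by PE staining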
#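 Read-out: % PE-positive cells | Test system: HUVEC | Doses: One compound dose added by pin transfer | Buffer or medium: EGM-2 over gelatin coat | Signal: Immunofluorescence imaging | Benchmarks: TNF-alpha, DMSO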
# PglD inh: C. jejuni PglD acetyltransferase inhibitors, primary screen, biochemical, DTNB colorimetric, single point; UDP-N-acetylbacillosamine N-acetyltransferase PglD (Campylobacter jejuni); purified PglD enzyme, DTNB colorimetric CoA detection; inhibition, % at 12.5 µM; actives 0.098% (n = 360,000); AID 602405, 2012; in the data active = inhibition above about 16%, passing the limit was not always enough; note: strong numbers were not always called active
# esBAF inh: Bmi1 luciferase reporter increase in mESCs, primary screen, esBAF inhibitor project, mouse ES cells, Bmi1 luciferase knock-in, single point; 24 h; 100% = twice the neutral-well signal; reporter increase, % at 12.5 µM; actives 2% (n = 350,000); AID 602393, 2012; in the data active = activation above about 40%;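 note: 0% = median of the plate's neutral control wells and 100% = double that signal; a rise in the Bmi1 reporter signal indicates esBAF inhibition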
# RAD54 branch: inhibitors of human RAD54 branch migration, primary screen, biochemical, fluorescence, single point | DNA repair and recombination protein RAD54-like (Homo sapiens), Q92698 | RAD54 Holliday junction branch migration, FAM/BHQ fluorescence | inhibition, % at 10.4 µM | actives 0.14% (n = 360,000);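 active = mean normalized replicate activity at least 40 and at least half of replicates scoring 40 or more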;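 note: 0% = median of neutral control wells and 100% = median of positive control wells; inhibitors cause a drop in the FAM fluorescence signal; in these data hits start at about 50%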
# Starred values were filed as active, the others as inactive; i = inactive; . = not tested or not shown.
SMILES,ERp5 block,ARNT TACC3 PPI,CASP6 VEID inh,RAD52 inh,E-selectin induc,PglD inh,esBAF inh,RAD54 branch
CN(C)S(=O)(=O)c1cccc(COC(=O)c2ccc3c(c2)OCO3)c1,0,-3,.,-21,0.0,.,-3,.
CN(CC(=O)Nc1nc2ccc(F)cc2s1)S(=O)(=O)c1ccc(Cl)cc1,3,-5,3,-17,.,1,14,0
Cc1ccc(N/C=C/C(=O)c2cccs2)cc1,-5,-1,1,-25,-0.9,-4,-72,4
CC1CCN(c2nc(-c3cccnc3)nc3scc(-c4ccccc4)c23)CC1,0,1,-1,-20,.,.,.,.
COc1ccc(CNC(=O)C(CCSC)NC(=O)c2ccco2)cc1 (centres undefined),.,-1,.,.,.,4,-1,3
CO[C@H]1CN(C)C(=O)c2cc(NC(=O)c3cc(C)on3)ccc2OC[C@H](C)N(C)C[C@H]1C,-1,-6,0,-10,-0.3,-1,4,-2
Cc1nn2c(NCCOCCO)c3c(nc2c1-c1ccccc1)CCC3,1,6,0,-8,0.0,8,.,7
O=C(c1ccc2c(=O)n(-c3ccccc3)c(=S)[nH]c2c1)N1CCCCC1,3,-2,-4,-18,-1.5,-9,-16,-1
COC(=O)[C@@]12C[C@@H](CC(=O)N3CCN(C(=O)C4CC4)CC3)C(=O)N(Cc3ccco3)C1=CCC(C)(C)C2,-3,.,2,-5,-0.1,.,.,.
O=C(NCc1ccco1)C1CC(c2ccccc2C(F)(F)F)=NO1 (centres undefined),-1,2,7,-37,-0.1,-1,-9,11
COc1cccc(OCC(O)CNC(C)c2ccccc2)c1 (centres undefined),5,2,-2,-15,.,.,-5,0
Cc1noc(C)c1CCC(=O)N1CCCC(N2CCN(c3ccc(F)cc3)CC2)C1 (centres undefined),1,-4,-7,-4,.,4,-6,-5
COc1ccccc1Nc1ncc(C(=O)N2CCC(C(N)=O)CC2)c2ccccc12,.,-16,.,.,.,1,-11,-14
Cc1ccc(S(=O)(=O)Nc2nc3ccccc3nc2NCC2CCCO2)cc1 (centres undefined),-3,-15,-1,-14,2.7,1,-8,-2
CCN(CC)S(=O)(=O)c1cccc(C(=O)N[C@H](C(=O)NC2=NCCS2)C(C)C)c1,1,6,-2,-9,-0.5,.,.,.
O=C(CCCCC(=O)NCc1cccs1)NCc1cccs1,.,-1,.,.,.,-1,-8,-6
COc1cc(NC(=O)c2ccc(Cl)cc2Cl)ccc1-c1cc2ccccc2oc1=O,.,-6,.,.,.,3,6,5
CO[C@H]1CN(C)C(=O)c2cccc(C#N)c2OCC[C@H]2CC[C@@H](OC)[C@H](CN(C)C(=O)[C@H]1C)O2,0,-2,-5,-3,0.0,1,2,6
N#C/C(=C\c1ccc(-c2ccccc2Cl)o1)C(=O)Nc1nc2ccccc2s1,9,1,-1,-14,-1.4,-8,.,-1
CNS(=O)(=O)c1ccc(NC(=O)c2cc(-c3ccncc3)nc3ccc(Cl)cc23)cc1,-1,-7,0,-19,-0.2,-6,.,-2
O=C(NCc1ccc2c(c1)OCO2)C(=O)NC1CCCCC1,.,-6,.,.,.,2,-8,-23
Cc1ccc(S(=O)(=O)Nn2cnnc2)cc1,0,-5,-1,-3,0.2,.,.,.
CO[C@H](CN(C)Cc1cc(F)ccc1F)[C@H](C)CN([C@H](C)CO)S(=O)(=O)c1ccc(Cl)cc1,1,1,-1,8,0.1,-3,-3,-5
COc1ccc(/C(C)=N/NC(=O)CNC(=O)c2ccncc2)cc1,2,-1,0,2,1.4,1,.,-3

# Part of the list above in order of molar mass, smallest number first.
SMILES,ERp5 block,ARNT TACC3 PPI,CASP6 VEID inh,RAD52 inh,E-selectin induc,PglD inh,esBAF inh,RAD54 branch
Cc1ccc(S(=O)(=O)Nn2cnnc2)cc1,0,-5,-1,-3,0.2,.,.,.
O=C(NCc1ccc2c(c1)OCO2)C(=O)NC1CCCCC1,.,-6,.,.,.,2,-8,-23
CNS(=O)(=O)c1ccc(NC(=O)c2cc(-c3ccncc3)nc3ccc(Cl)cc23)cc1,-1,-7,0,-19,-0.2,-6,.,-2

# New compounds follow
SMILES,ERp5 block,ARNT TACC3 PPI,CASP6 VEID inh,RAD52 inh,E-selectin induc,PglD inh,esBAF inh,RAD54 branch
O=C(CCCCn1c(=S)[nH]c2ccsc2c1=O)NCc1ccco1,3,8,10,-15,.,-2,0,1
C=CCNc1nc(C(=O)OCC)nc2ccccc12,0,-4,-2,-2,1.2,.,.,.
Cc1cc(C(=O)Nc2ccccc2)c2ccccc2n1,-3,-6,-5,-15,.,-4,-2,-6
O=C([C@@H]1[C@@H](CO)[C@@H]2Cn3c(ccc(-c4ccncc4)c3=O)[C@H]1N2CCC(F)(F)F)N1CCCCC1,-1,3,.,7,0.1,-1,1,0
COc1cc(C(=O)NC(=S)NNC(=O)c2cnccn2)cc(OC)c1OC,.,65*,.,.,3.6,5,.,-4
COc1cccc(-c2nc(SCC(=O)Nc3nc(-c4ccccc4)c(C)s3)[nH]c(=O)c2C#N)c1,0,-7,13,-25,.,.,.,.
S=C(Nc1ccccc1)N1N=CCC1c1ccccc1 (centres undefined),.,-4,.,.,.,4,32,7
COc1cc(C2NCC(c3ccc(Cl)cc3Cl)c3c2[nH]c2ccccc32)cc(OC)c1OC (centres undefined),14,-2,0,-5,.,-1,6,-3
CCC(=O)Nc1ccc2c(c1)C(=O)N(C)C[C@@H](OC)[C@@H](C)CN(C(=O)c1ccncc1)[C@@H](C)CO2,1,-8,2,-8,0.0,-2,-4,-6
COc1cc(OC)cc(C(=O)NCCc2ccc(OC)c(OC)c2)c1,3,.,0,3,.,9,-3,-5
COc1ccccc1N1C(=O)c2cccc3c(N(C)CCO)ccc(c23)C1=O,-2,-23,2,i,.,0,-3,-154
C[C@H]1CN([C@@H](C)CO)C(=O)Cc2cc(NS(C)(=O)=O)ccc2O[C@H]1CN(C)C(=O)Nc1cccc2ccccc12,-14,-14,2,1,.,-1,5,2
COc1cccc(NC(=O)N[C@H]2CC[C@@H](CC(=O)N3CCOCC3)O[C@@H]2CO)c1,-2,1,1,-2,-1.5,6,-7,-4
COc1ccc(NC(=O)Nc2ccc3c(c2)C(=O)N([C@@H](C)CO)C[C@@H](C)[C@H](CN(C)S(=O)(=O)c2ccc(Cl)cc2)O3)cc1,1,-2,-2,-12,12,-2,-2,11
COCCn1c(SCC(=O)Nc2ccc3c(c2)OCCO3)nnc1-c1c[nH]c2ccccc12,.,3,.,.,.,4,6,0
CNC(=O)C[C@@H]1CC[C@H]2[C@@H](COc3ccc(NC(=O)c4cc(F)cc(F)c4)cc3C(=O)N2C)O1,2,-2,4,15,0.9,-4,2,-4
Cc1noc(C)c1S(=O)(=O)Nc1ccc2c(c1)C(=O)N([C@H](C)CO)C[C@@H](C)[C@@H](CN(C)Cc1ccc(C(=O)O)cc1)OCCCC[C@@H](C)O2,4,-4,-1,25,0.3,16,4,-7
CCC(C)NC(=O)c1ccccc1NC(=O)CN(c1ccc(OC)cc1)S(C)(=O)=O (centres undefined),.,-5,.,.,.,4,-1,2
CCCOc1cccc(C(=O)N2CCN(C(=O)C3CCCO3)CC2)c1 (centres undefined),-5,-3,0,-19,-0.1,-3,-1,-3
COc1ccc(-c2nn(Cc3ccccc3)cc2C(=O)N2CCN(c3ncccn3)CC2)cc1,-9,1,5,-6,-0.3,-3,5,-13
O=C(/C=C/Nc1cccc(O)c1)c1ccccc1,.,1,.,.,.,2,-7,2
O=C(NC(=S)N1CCCC(O)C1)c1ccco1 (centres undefined),-4,3,2,-8,.,0,-14,-4
CN(C)CCCNC(=O)C[C@@H]1CC[C@@H]2[C@H](COC[C@@H](O)CN2S(=O)(=O)c2ccc(F)cc2)O1,6,-1,-2,1,0.1,-1,-4,4
CN(C)C(=O)COC(=O)c1ccccc1Sc1ccccc1C#N,-1,-17,-1,-5,.,.,.,.
O=C(c1cccs1)N1CCC(Cc2ccccc2)CC1,.,-9,.,.,.,5,-1,1
C[C@H]1CN([C@@H](C)CO)C(=O)c2cccc(NS(=O)(=O)c3ccccc3)c2O[C@H]1CN(C)C(=O)Nc1ccc(C(F)(F)F)cc1,-1,11,0,19,0.0,0,-2,-2
Cc1cc(C)n(CCNC(=O)c2cc(COc3c(F)cccc3F)on2)n1,2,-1,1,-11,.,4,-4,-1
CCCC(=O)NNc1c2ccccc2nc2ccccc12,.,-1,.,.,.,-6,-2,-1
COc1cccc(C2Nc3ccccc3NC3=C2C(=O)CC(C)(C)C3)c1 (centres undefined),2,-3,-5,-15,-0.1,-4,-4,7
C[C@@H]1CN([C@H](C)CO)C(=O)CCCn2nncc2CO[C@@H]1CN(C)C(=O)Nc1ccc2c(c1)OCCO2,3,-5,0,-18,-0.1,3,26,2
Cc1nc2cccnc2nc1C,4,-2,2,-3,0.1,-3,-2,-1
COc1cc(OC)c(NC(=O)C2CC(=O)N(c3ccc4c(c3)OCCO4)C2)cc1Cl (centres undefined),3,6,1,-3,0.0,4,-2,-1
O=C(O)c1cc2nc3c(c(C(F)(F)F)n2n1)CCCC3,4,-3,4,-19,.,-2,-13,-4
Cc1occc1C(=O)NNC(=O)Nc1ccc([N+](=O)[O-])cc1,3,2,.,0,-1.7,.,.,.
Cc1cc(NC(=O)CSc2ccnc(=O)[nH]2)no1,0,0,0,-8,-3.5,2,5,-12
CCC1(C)NC(=O)N(CC(=O)Nc2sc3c(c2C(N)=O)CCC3)C1=O (centres undefined),.,5,.,.,-0.8,-3,.,-2
O=C(C1CCC1)N1CC(=O)N2[C@H](CO)[C@@H](c3ccc(-c4ccccc4F)cc3)[C@H]2C1,-5,.,2,-1,0.2,.,.,.
CC(C)[C@H](NC(=O)c1ccccc1F)C(=O)NNC(=O)c1cccs1,-7,.,-1,-1,-2.2,-3,1,7
COc1cccc(CNC(=O)C2CCN(c3nnc(N4CCCC4=O)s3)CC2)c1,5,-2,-1,-2,3.8,-1,0,-4
C=CC(=O)NC1CC2CCC1(C)C2(C)C (centres undefined),5,-27,-1,-4,-0.1,9,-5,-18
CCN(C(=O)COC(=O)c1cccnc1SC)c1c(N)n(Cc2ccccc2)c(=O)[nH]c1=O,-8,-1,-1,-3,-0.3,-4,-7,-2
CCOC(=O)N=S(N)(=O)c1ccccc1 (centres undefined),2,-15,-1,-15,.,0,-6,5
O=C(NC1CC1)C1CCN(S(=O)(=O)c2ccc(Cl)cc2)CC1,-5,-6,-1,-6,0.1,-1,2,-16
O=c1[nH]c2c(c(=O)[nH]1)OCN(Cc1ccccc1)C2,1,-1,-1,-4,0.0,-1,-2,-10
CC1Sc2ccc(S(=O)(=O)CCC(=O)N3CCCCC3)cc2NC1=O (centres undefined),.,8,6,-8,.,2,1,-18

# In the list so far, these have a cyano group:
SMILES,ERp5 block,ARNT TACC3 PPI,CASP6 VEID inh,RAD52 inh,E-selectin induc,PglD inh,esBAF inh,RAD54 branch
CO[C@H]1CN(C)C(=O)c2cccc(C#N)c2OCC[C@H]2CC[C@@H](OC)[C@H](CN(C)C(=O)[C@H]1C)O2,0,-2,-5,-3,0.0,1,2,6
N#C/C(=C\c1ccc(-c2ccccc2Cl)o1)C(=O)Nc1nc2ccccc2s1,9,1,-1,-14,-1.4,-8,.,-1
COc1cccc(-c2nc(SCC(=O)Nc3nc(-c4ccccc4)c(C)s3)[nH]c(=O)c2C#N)c1,0,-7,13,-25,.,.,.,.
CN(C)C(=O)COC(=O)c1ccccc1Sc1ccccc1C#N,-1,-17,-1,-5,.,.,.,.

# High-throughput results (PubChem)
